Screens deposited in PubChem BioAssay by Sanford-Burnham Center for Chemical Genomics.
TAG inh: reduces triacylglycerol accumulation in H9c2 cells; Nile Red lipid (TAG) fluorescence; cells loaded with 200 µM oleic acid; inhibition, % at 12.5 µM; 230,000 compounds, 0.66% hits; AID 651582;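 active means pattern-corrected inhibition of lipid staining of at least 50% with the nuclear-stain viability signal not falling by more than 50%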;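 further: 0% = DMSO wells and 100% = triacsin C control wells; some results filed as inactive read as strong as hits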
TAG inh DAPI viability: recorded beside TAG inh, whose call it bears; DAPI nuclei signal change (viability), lower = more cytotoxic, %;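 whole-well DAPI fluorescence read on a plate reader as a viability signal; minus 50 percent equals half of cells still viable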
The depositor's hits bear a star; i = inactive; & = joins results of further samples.

smiles	TAG inh	TAG inh DAPI viability
CCOc1ccc(NC(=O)Nc2ccc3c(c2)nc(C)n3C)cc1	11	1
CC(C)(C)c1cc(Br)ccc1OCC(=O)Nc1ncn[nH]1	8	-2
COc1ccc(Nc2ncc3c(n2)CC(c2ccc(OC)cc2)CC3=O)cc1 (stereo not given)	5	5
Cc1ccc(C(=O)NC(C)CCc2ccccc2)cc1[N+](=O)[O-] (stereo not given)	-2	-3
CSc1cccc(NC(=O)CNC(=O)c2ccc3c(c2)OCO3)c1	15	9
CCCc1nc2c(sc3nc4c(cc32)COC(C)(C)C4)c(=O)n1CCN(C)C	15	-14
CCO[C@H]1OC(C(=O)Nc2ccccc2)=C[C@@H](c2cn(C(C)=O)c3ccccc23)[C@@H]1CCCO	17	2
O=C(c1ccc(CS(=O)(=O)c2ccc(Br)cc2)o1)N1CCN(c2ncccn2)CC1	4	2
COc1ccc2c(c1)c(CC(=O)Nc1nnc(C3CC3)s1)c(C)n2C(=O)c1ccc(Cl)cc1	25	-6
CCOC(=O)N1CCN(c2c(Nc3ccc4c(c3)OCCO4)c(=O)c2=O)CC1	-10	-5
Cc1cccc(CN2CCC(CNC(=O)CSc3cc(=O)n(C)c4cc(Cl)ccc34)CC2)c1	15	5
O=C(CN1C(=O)NC(c2ccccc2)(c2ccccc2)C1=O)Nc1cccnc1Cl	-15	2
Cc1ccc(S(=O)(=O)N(C)CC(=O)NCc2ccncc2)cc1	12	-5
Cc1cc(C)n(C(=O)c2cc3ccccc3c(=O)o2)n1	11	5
CC(NC(=O)Nc1ccccc1)C(c1cccs1)N1CCN(C)CC1 (stereo not given)	5	-1
CCCc1sc(C(=O)Nc2nnc(C3CC3)s2)cc1CC	19	1
CCOC(=O)c1cc(C(=O)NC(C)c2ccccc2)c(C)[nH]c1=O (stereo not given)	6	-11
COc1ccc(C(=O)Nc2ncccc2C)cc1S(=O)(=O)N1CCOCC1	1	4
COc1ccc(C#Cc2c(-c3ccc(OC)cc3)oc3ccc(-c4ccc5c(c4)OCO5)cc23)cc1	12	i
O=C(NCCS(=O)(=O)NCc1ccccc1Cl)c1ccccc1	-8	2
Cc1ccc(S(=O)(=O)N/N=C/c2ccc3nccnc3c2)cc1	10	-7
CC(C)(C)NC(=O)CSc1ccc(S(=O)(=O)N2CCOCC2)cn1	1	10
CCOc1ccc(C(=O)N2CCCCCC2)cc1	0	-2
CCCCn1c(N)c(N(CC)C(=O)c2cccs2)c(=O)[nH]c1=O	-4	3
COc1cc(NC(=O)C(C)Oc2ccccc2)c(OC)cc1NC(=O)c1ccccc1 (stereo not given)	-19	-1
COc1ccc2[nH]c(C)c(CCN3C(=O)OC(C)(C)C3(C)O)c2c1 (stereo not given)	-4	-5
COc1ccc(N2C(=O)C3CCCN3C2c2cccc(Br)c2)cc1 (stereo not given)	16	-7
CCOC(=O)N1CCN(C2=C(NS(=O)(=O)c3ccc(Br)cc3)C(=O)c3ccccc3C2=O)CC1	2	3
O=C(CCSCc1cccc(Cl)c1)NCCc1ccccc1	10	-4
CCOC(=O)CC(=O)Nc1ccc(C)cc1	3	-6
CN(C)CCCN(C(=O)/C=C/c1cccs1)c1nc2ccc(F)cc2s1	33	-5
CCOC(=O)c1cc(-c2ccc(/C=N\n3cnnc3)o2)ccc1Cl	16	-7
Cc1nn2c(NCCN3CCOCC3)c3c(nc2c1-c1ccccc1)CCCC3	14	3
O=C(O)c1cccc(CN2C(=O)SC(Nc3ccccc3)C2=O)c1 (stereo not given)	26	-8
CC(=O)c1ccc(Nc2cc(C)nc3ccc(C)cc23)cc1	19	1
O=C(CC1CCCCC1)Nc1ccccc1-c1ccccc1	-6	-3
O=C(O)CCCn1cc(NC(=O)COc2cccc(Cl)c2)cn1	2	-7
COc1ccc(NC(=O)CCNC(=O)c2ccc([N+](=O)[O-])cc2)cc1S(=O)(=O)N1CCOCC1	-4	5
CC(C)CC(CO)NS(=O)(=O)c1cccc(Cl)c1F (stereo not given)	-5	-5
CC(C)COC(=O)NC1c2ccccc2Oc2ccccc21	-10	5
COc1ccc(NC(=O)/C(C#N)=C\c2ccc(OCc3ccc(C(=O)O)cc3)c(OC)c2)cc1	-17	7
Cc1ccc(Oc2ccc(C=O)cn2)cc1	-9	-2
COc1ccc(N2CCN(C(=O)c3ccc4c(c3)NC(=O)C(CSCc3ccccc3F)N4)CC2)cc1 (stereo not given)	-1	4
Cc1nn(CC2CC2)c(=O)n1-c1ccccc1F	-2	-4
Cc1ccnc(NC(=O)c2cccc([N+](=O)[O-])c2C)c1	0	16
CCCCCCSc1ccc([C@H]2N[C@@](CC(C)C)(C(=O)OC)[C@H]3C(=O)N(C)C(=O)[C@@H]23)cc1	15	2
COC(=O)c1ccccc1OCC(=O)N1CCN(c2ccc(OC)cc2)CC1	8	-4
O=C(/C=C/c1ccc(O)c(O)c1)O[C@@H]1C[C@](O)(C(=O)O)C[C@@H](O)[C@H]1O	3&2	-3&-5
C(=N\N1CCN(C2c3ccccc3-c3ccccc32)CC1)/c1cccnc1	26	-2
CC(=O)NC1(C(F)(F)F)C(=O)Nc2c1c(=O)[nH]c(=O)n2CCc1ccccc1 (stereo not given)	3	-3

(next part)
smiles	TAG inh	TAG inh DAPI viability
Cc1ccnc2nc(C(=O)OCC(=O)N3CCc4ccccc43)nn12	17	-8
CN1C(=O)/C(=C/c2ccccc2OCc2ccccc2F)NC1=S	3	2
CC(C)(C)CC(C)(C)n1nnnc1N	3	-3
CCN1CCN(C(=O)CCN2C(=O)c3ccccc3S2(=O)=O)CC1	-7	8
Cc1ccc(C(O)c2ncc(-c3ccccc3C)[nH]2)cc1 (stereo not given)	-7	8
O=C(Nc1c2c(nn1-c1ccccc1)CS(=O)C2)c1ccco1 (stereo not given)	0	2
CCN(CC(=O)NC1CCCC1)S(=O)(=O)c1ccc(F)cc1	13	5
O=C(COc1ccc(F)cc1)c1ccc2c(c1)CCCC2	-8	6
COc1cccc(NC(=O)c2cc(-c3ccco3)nc3ccccc23)c1	-1	14
CNC(=O)c1c(C)nc(SCC(=O)NCc2ccc(OC)cc2)c(C#N)c1-c1ccco1	11	4
CCOC(=O)C1=CNS(=O)(=O)NC1c1cccc(O)c1 (stereo not given)	91	-58
O=S(=O)(c1ccc2c(c1)C(=NO)c1cc(S(=O)(=O)N3CCCCC3)ccc1-2)N1CCCCC1	159	-66
O=C(Nc1ccc(F)cc1)Nc1nnc(-c2ccccc2)o1	-9	9
O=C(NCc1ccc(F)cc1)c1ccc(CS(=O)(=O)c2ccc(Br)cc2)o1	-18	11
C=CCn1c(SCCOc2ccccc2)nnc1C(C)NC(=O)c1ccccc1 (stereo not given)	-1	16
O=S(=O)(Nc1ncnc2sc3c(c12)CCC3)c1cc(F)ccc1F	11	2
CCN(CC)C(=O)CSc1nnc(-c2ccccc2)n1-c1ccccc1	-9	5
COc1ccccc1CNC(=O)C(=O)NCC1OCCN1S(=O)(=O)c1cccs1 (stereo not given)	8	-9
Cc1oc(-c2cccs2)nc1CNC[C@H]1O[C@@H](n2cnc3c(N)ncnc32)[C@H](O)[C@@H]1O	-5	9
O=C(NC(=S)NC1CCSC1=O)c1ccccc1Cl (stereo not given)	12	3
C=CCNC(=O)c1ccccc1NS(=O)(=O)c1ccccc1	-10	9
OC(COc1ccc(OCC(O)CN2CCCCCC2)cc1)CN1CCCCCC1 (stereo not given)	26	3
O=C(Nc1nnc(C2=COCCO2)o1)c1ccc(Cc2ccccc2)cc1	4	-2
CCn1c(CC(=O)Nc2ccccc2)nnc1SCc1nc2ccccc2c(=O)[nH]1	0	8
Cc1nn(C)c(C)c1S(=O)(=O)N(CC(=O)N1CCc2ccccc2C1)c1ccc(C(C)C)cc1	0	-13

Shown as labelled records: entries from further up.
smiles: Cc1ccnc2nc(C(=O)OCC(=O)N3CCc4ccccc43)nn12
  TAG inh: 17	TAG inh DAPI viability: -8
smiles: CN1C(=O)/C(=C/c2ccccc2OCc2ccccc2F)NC1=S
  TAG inh: 3	TAG inh DAPI viability: 2

One compound at a time, from the list above. Values in the order: TAG inh	TAG inh DAPI viability
`Cc1ccnc2nc(C(=O)OCC(=O)N3CCc4ccccc43)nn12` in the list: 17	-8
`C=CCNC(=O)c1ccccc1NS(=O)(=O)c1ccccc1` in the list: -10	9
`C=CCn1c(SCCOc2ccccc2)nnc1C(C)NC(=O)c1ccccc1` (stereo not given) in the list: -1	16
`CCn1c(CC(=O)Nc2ccccc2)nnc1SCc1nc2ccccc2c(=O)[nH]1` in the list: 0	8
`Cc1oc(-c2cccs2)nc1CNC[C@H]1O[C@@H](n2cnc3c(N)ncnc32)[C@H](O)[C@@H]1O` in the list: -5	9

Continued:
smiles	TAG inh	TAG inh DAPI viability
COc1ccc(CC(=O)Nc2cccnc2)cc1	-4	-6
COc1ccc(C(CNS(=O)(=O)c2ccccc2)N2CCN(C)CC2)cc1 (stereo not given)	7	-3
FCCCOc1ccc(/C=N/OCc2ccc(Cl)cc2)cc1	-1	-14
CCOc1ccc(-n2c(-c3ccco3)n[nH]c2=S)cc1	-16	7
Cc1c(C(=O)Nc2ccc(Nc3ccccc3)cc2)cccc1[N+](=O)[O-]	-6	-9
O=C(c1ccc(Br)cc1)N1CCCC(c2nc(-c3cccs3)no2)C1 (stereo not given)	-2	6
CC(C)c1ccc(NC(=O)c2cccc(NC3=NC4CS(=O)(=O)CC4S3)c2)cc1 (stereo not given)	4	-1
CCN(CC)CCNC(=O)c1cccc(NC(=O)C(=O)c2cc(Br)ccc2NC(C)=O)c1	15	1
COc1ccc(CC(N)c2csc(Nc3ccccn3)n2)cc1 (stereo not given)	1	10
COC(=O)Cn1c(-c2ccc(OC)cc2)c(-c2ccc(OC)cc2)nnc1=O	12	-3
O=[N+]([O-])c1cccc(NC(=S)N2CCN(c3ccccn3)CC2)c1	3	6
O=C(CNC(=O)c1ccc(Br)cc1)Nc1ccc2c(c1)CCC2	17	-9
C=CCn1c(SCc2n[nH]c(=S)n2-c2ccccc2)nnc1-c1ccccc1	-18	9
O=c1ccn(-c2cccc(C(F)(F)F)c2)nc1-c1ccn(-c2ccccc2)n1	-6	4
CCN(CC)c1ccc(/C=N/NC(=O)OC(C)(C)C)cc1	-1	5
CCC(=O)N1CCc2cc(S(=O)(=O)CCC(=O)NCCc3ccc(OC)c(OC)c3)ccc21	0	-11
O=C(COC(=O)c1cc(=O)[nH]c2ccccc12)Nc1cccc(S(=O)(=O)N2CCOCC2)c1	5	3
CCCOc1ccc(C(=O)NC(=S)N2CCN(c3ncc4c(=O)c(C(=O)O)cn(CC)c4n3)CC2)cc1	9	12
COc1ccc(OC)c(S(=O)(=O)N2CCN(C(=O)NC3CCCCC3)CC2)c1	-3	-10
Cc1ccc(S(=O)(=O)N2CCCC2CNC(=O)C(=O)NCc2ccc3c(c2)OCO3)cc1 (stereo not given)	15	-5
CN1CCN(S(=O)(=O)c2cccc(C(=O)Nc3nccs3)c2)CC1	-8	10
COc1cccc(CNC(=O)c2ccc(OC)c(S(=O)(=O)NC3CCCC3)c2)c1	23	-2
Cc1ccc(S(=O)(=O)Cc2cccc(C(=O)N3CCOCC3)c2)cc1	0	25
Cc1cccnc1NC1OC(=O)c2ccccc21 (stereo not given)	-31	7
O=[N+]([O-])c1ccc2c(c1)S(=O)c1ccccc1-2 (stereo not given)	0	9
COc1ccc(C/C(N)=N/OC(=O)Cc2ccccc2)cc1OC	2	6
O=C(CCCNC(=O)c1ccc(Cl)cc1)OCc1cccc(Br)c1	-14	4
CC(=O)c1ccc(NC(=O)C2CCCC2)cc1	-2	0
COc1ccc(C(=O)CC(=O)O)c2c1C=CC(C)(C)O2	-2	6
COc1ccc(NC(=O)CN(C)C(=O)c2cccc(S(=O)(=O)N3CC4(C)CC3CC(C)(C)C4)c2)cc1 (stereo not given)	-1	-2
CCOc1cccc2sc(N(CCN(CC)CC)C(=O)c3ccc(S(=O)(=O)N4CCCCC4)cc3)nc12	-2	3
Cn1ccnc1SCCNC(=O)CCc1nnc(CCc2ccccc2)o1	4	2
CCC(C)NC(=O)c1cc2cc3ccc(OC)cc3nc2s1 (stereo not given)	5	23
COC(=O)/C(=C\Nc1ccccc1N)c1ncc(C(F)(F)F)cc1Cl	-1	14
COCCc1nnc(NC(=O)C(C)C)s1	16	-16
CC(O/N=C(\N)c1ccccc1)C(=O)Nc1cccc(C(F)(F)F)c1 (stereo not given)	5	-15
O=C(NCc1ccccc1)C1=C[C@H](C2CC2)C[C@H](OCCCCO)O1	-11	-3
Nc1ccccc1C#Cc1ccc2[nH]ccc2c1	1	-3
O=C(O)C1CCN(Cc2ccccn2)CC1	11	-17
C#CCOCCOCCOCCNc1nc(N2CCN(C(=O)[C@H](C)n3cc(CCC(=O)O)nn3)CC2)nc(N2CCN(C(=O)[C@H](CCCCN)n3cc(CCCC)nn3)CC2)n1	-1	8

This is a subset (hit frequency here may not be typical).
